Source: PubChem
CCR6 antag = CCR6 (human) receptor antagonism. inhibition, % at 20 µM. P51684. CHO-K1 CCR6 PathHunter beta-arrestin, luminescence, CCL20-stimulated. 340,000 tested, 0.49% active;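 active means compounds whose inhibition of the agonist-driven luminescence signal at 20 µM reaches about 50%, limit read from the data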;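 further: cells stimulated with CCL20 at 14 nM final; plate controls were DMSO with CCL20 for no effect and DMSO without agonist for full effect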
UBC13 polyUb = blocks human UBC13 polyubiquitin chain formation; TR-FRET; P61088; inhibition, % at 20 µM; 330,000 tested, 0.47% active; in the data active means inhibition above about 45%, passing the limit was not always enough
Target sequence (P61088 whole entry, looked up): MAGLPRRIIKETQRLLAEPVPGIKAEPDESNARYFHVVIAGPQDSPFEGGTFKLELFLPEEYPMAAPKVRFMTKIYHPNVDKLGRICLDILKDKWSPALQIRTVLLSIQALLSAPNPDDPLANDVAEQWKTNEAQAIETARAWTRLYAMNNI
CXCR6 block = CXCR6 (human) receptor inhibition; CHO-K1 PathHunter CXCR6 beta-arrestin, luminescence; inhibition, % at 20 µM; 360,000 tested, 0.36% active; AID 602244; in the data active means inhibition above about 34%, passing the limit was not always enough;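 further: antagonist mode with CXCL16 agonist at 10 nM final; 0% = 10 nM CXCL16 with DMSO and 100% = unstimulated wells without agonist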
EBI2 antag = EBI2 (human) antagonism; P32249; EBI2 beta-arrestin recruitment, luminescence, 7a,25-OHC stimulated; inhibition, % at 5 µM; 360,000 tested, 0.81% active; AID 651636; in the data active means inhibition above about 38%;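 further: enzyme fragment complementation signal reports receptor beta-arrestin coupling in cells; 0% = agonist plus DMSO wells and 100% = wells without agonist; some results beyond the cut were filed as inactive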
Target sequence (P32249 whole entry, looked up, the tested form may be a part): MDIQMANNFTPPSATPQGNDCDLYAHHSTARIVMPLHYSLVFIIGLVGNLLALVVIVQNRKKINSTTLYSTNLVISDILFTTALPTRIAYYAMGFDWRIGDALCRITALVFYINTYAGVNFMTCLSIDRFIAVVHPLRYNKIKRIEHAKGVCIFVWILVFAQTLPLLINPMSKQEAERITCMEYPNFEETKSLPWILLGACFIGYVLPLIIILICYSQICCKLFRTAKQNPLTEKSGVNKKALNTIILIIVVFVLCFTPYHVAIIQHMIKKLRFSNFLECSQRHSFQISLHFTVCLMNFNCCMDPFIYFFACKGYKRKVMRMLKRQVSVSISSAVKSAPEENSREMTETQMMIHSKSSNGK
697 NFkB inh = inhibitors of the PMA/ionomycin-induced NF-kB reporter in 697 B cells; 697 B-cell NF-kB luciferase reporter, 16 h; inhibition, % at 4 µM; 330,000 tested, 0.33% active; in the data active means inhibition above about 35%
Jurkat NFkB inh = inhibitors of the PMA/ionomycin-induced NF-kB reporter in Jurkat cells; 330,000 tested, 0.53% active; inhibition, % at 4 µM; AID 435003; PMA/ionomycin-induced NF-kB luciferase reporter, luminescence; in the data active means inhibition above about 50%
APJ antagonist = blocks the human apelin receptor APJ; CHO-K1 APJ beta-arrestin complementation, luminescence; inhibition, % at 20 µM; 330,000 tested, 0.32% active; AID 2521;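 active means inhibition above about 40% at 20 µM, limit read from the data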;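 further: cells challenged with 10 nM apelin-13 agonist together with compound; plate controls were apelin-13 plus DMSO wells for no effect and DMSO wells lacking apelin-13 for full effect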
Target sequence (P35414 whole entry, looked up): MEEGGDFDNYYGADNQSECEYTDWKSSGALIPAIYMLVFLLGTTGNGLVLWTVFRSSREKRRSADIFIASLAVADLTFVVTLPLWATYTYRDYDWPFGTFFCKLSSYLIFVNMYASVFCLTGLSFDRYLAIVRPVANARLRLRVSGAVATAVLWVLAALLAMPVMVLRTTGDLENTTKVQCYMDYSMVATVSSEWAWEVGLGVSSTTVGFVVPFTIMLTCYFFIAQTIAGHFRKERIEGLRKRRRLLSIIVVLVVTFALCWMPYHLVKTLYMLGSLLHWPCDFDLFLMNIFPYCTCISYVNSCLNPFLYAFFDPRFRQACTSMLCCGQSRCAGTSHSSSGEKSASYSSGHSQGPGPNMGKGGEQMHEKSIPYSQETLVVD
Gli-Sufu antag = antagonists of Gli-Sufu signaling; Sufu-KO-LIGHT fibroblasts, Gli luciferase reporter luminescence; inhibition, % at 5 µM; 340,000 tested, 0.74% active;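 active means inhibition above about 55%, limit read from the data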;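 further: 0% = DMSO-treated cells and 100% = wells with medium but no cells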
An asterisk follows results filed as active; x = not tested or not shown; & = joins results of further samples.

SMILES	CCR6 antag	UBC13 polyUb	CXCR6 block	EBI2 antag	697 NFkB inh	Jurkat NFkB inh	APJ antagonist	Gli-Sufu antag
COc1ccc(CCNC(=O)C2CCN(S(=O)(=O)c3c(C)noc3C)CC2)cc1OC	-4	-3	-6	-4	8	14	11	-3
Nc1ncnc2sc3c(c12)CCNC3	3	-8	2	0	-8	6	21	9
CC(=O)c1cnn(-c2ccccc2)c1C	17	6	-2	-1	1	3	18	0
COc1ccc(CCn2c(N)cc(=O)[nH]c2=O)cc1OC	1	-7	-2	-4	-6	-3	-6	1
O=C(NS(=O)(=O)Oc1ccc(Cl)cc1)OC[C@@H]1CCCN2CCCC[C@H]12	2	-3	-6	-8	-21	-2	-8	0
COc1ccc(CCNC(=O)CN(c2ccc(OC)c(OC)c2)S(=O)(=O)c2ccccc2)cc1OC	7	-4	-2	1	14	3	1	40
O=C(NNc1c(Cl)cncc1Cl)c1cccs1	-2	2	-2	0	8	-14	14	5
Cc1ccc(CNC(=O)Cn2ccc3cc(S(=O)(=O)N4CCCC4)ccc32)o1	20	1	-1	-4	4	-9	-2	34
Clc1ccc(Cn2ncc3c(N4CCCCC4)ncnc32)cc1	-9	5	-20	2	18	-5	9	3
CCCC(=O)Nc1c(-c2cccs2)c(=O)c2ccccc2n1C	-16	-4	-3	-8	6	10	8	-4
COc1ccc(/C=C2\SC(=S)N(CCC(=O)NCCc3ccc(O)cc3)C2=O)cc1	6	-10	-2	6	18	12	-24	4
CC(C)Oc1ccc(C2CC(=O)N(c3cccc(Br)c3)C2=O)cc1 (stereo unspecified)	-1	0	-22	14	7	1	13	0
COc1ccc(C(=O)Nc2c(N)nc(SCC(=O)Nc3ccc(NC(C)=O)cc3)[nH]c2=O)cc1	9	-5	-1	-5	6	-8	0	-4
COc1ccccc1-c1nnc(SC(C)C(=O)NCC2CCCO2)n1C (stereo unspecified)	5	x	-3	11	x	x	x	-7
COc1ccccc1C(=O)NC(=S)Nc1ccccc1N1CCCCC1	13	-2	-3	14	-66	-31	17	7
CCC(=O)NCCCOc1ccccc1	-2	6	0	-7	6	-16	14	-2
COc1cccc(C(=O)C2CCCN(C(=O)CCC3=NNC(=O)CC3)C2)c1 (stereo unspecified)	7	-5	-3	-10	7	-19	0	-4
COc1ccccc1C(=O)NNC(=O)C1CCN(C(=O)OC(C)(C)C)CC1	-9	-8	3	-5	-20	10	11	-4
Cc1ccc(N2C(=O)CS/C2=C(\C(Cl)=C(Cl)Cl)[N+](=O)[O-])cc1	17	-29	17	6	-22	-1	14	-1
C[C@H](CO)N1C[C@H](C)[C@@H](CN(C)S(C)(=O)=O)Oc2ccc(NC(=O)Nc3ccccc3)cc2C1=O	6	-2	2	5	23	11	3	-7
CCN(C(=O)CSc1nnc(C2CC2)n1-c1ccccc1)C1CCS(=O)(=O)C1 (stereo unspecified)	7	-11	-4	-7	-1	-3	0	1
CSc1ccccc1C(=O)NC1CCSc2ccccc21 (stereo unspecified)	13	2	7	-9	19	-5	19	8
CSCCC(NC(=O)c1ccccc1Br)C(=O)NNC(=O)c1csc(N2CCOCC2)n1 (stereo unspecified)	2	50*	-5	-7	9	8	2	-12
CC1C/C(=C/c2ccncc2)C(=O)/C(=C/c2ccncc2)C1 (stereo unspecified)	26	-10	0	8	-128	96*	4	-3
OCC[C@@H]1C[C@H](O)[C@@H](O)[C@@]2(OCCc3ccccc32)O1	0	6	-6	0	3	9	0	-15
COc1ccccc1-n1cnc2cc(NC(C)=O)ccc21	-2	0	-5	-9	6	8	-15	-1
CCOC(=O)c1c(-c2ccccc2)csc1NC(=O)CSc1nc(C)cc(C)n1	12	9	-14	8	-3	32	4	13
CC1CN(C2CCCCC2)C(=S)N(c2ccccc2)C1=O (stereo unspecified)	11	x	1	-14	x	x	x	3
CC1(C)SC2C(NC(=O)COc3ccccc3)C(=O)N2C1C(=O)O (stereo unspecified)	12&3	12&-8	-6&1	3&-4	-4&-11	-5&7	-5&4	3&-7
O=C(NC(Cc1c[nH]c2ccccc12)C(=O)O)c1cccs1 (stereo unspecified)	7	-5	8	-4	3	7	1	-1
Fc1ccc(-c2cc(C(F)(F)C(F)F)[nH]n2)cc1	-5	1	-14	7	-31	-8	14	18
Cn1c(CNC(=O)c2ccc(Cl)cc2)nnc1SCC(=O)NC1=NCCS1	7	0	0	-10	-9	-12	-7	-12
CCc1ccc(NC(=O)CC2C(=O)N(c3cccc(C)c3)C(=O)N2C2CC2)cc1 (stereo unspecified)	10	-1	2	-1	14	3	10	4
CCCCNC(=O)NC1C(NC(=O)NCCCC)N(C)C(=O)N1C (stereo unspecified)	-1	-2	2	-2	-17	-4	18	-2
O=C(CN1C(=O)C2C3C=CC(C3)C2C1=O)Nc1ccc2nccnc2c1 (stereo unspecified)	6	-2	-6	8	1	22	3	-2
Cc1ccc(NC(=O)c2c(C)nn(-c3ccccc3)c2Cl)c(C)c1	-1	0	6	15	-25	-29	-4	-9

Grouped by structure: the entries above with bromine.
SMILES	CCR6 antag	UBC13 polyUb	CXCR6 block	EBI2 antag	697 NFkB inh	Jurkat NFkB inh	APJ antagonist	Gli-Sufu antag
CC(C)Oc1ccc(C2CC(=O)N(c3cccc(Br)c3)C2=O)cc1 (stereo unspecified)	-1	0	-22	14	7	1	13	0
CSCCC(NC(=O)c1ccccc1Br)C(=O)NNC(=O)c1csc(N2CCOCC2)n1 (stereo unspecified)	2	50*	-5	-7	9	8	2	-12

Additional compounds follow:
SMILES	CCR6 antag	UBC13 polyUb	CXCR6 block	EBI2 antag	697 NFkB inh	Jurkat NFkB inh	APJ antagonist	Gli-Sufu antag
CC(=O)N1Cc2ccccc2CC1C(=O)NCc1ccccc1F (stereo unspecified)	12	1	5	0	30	9	-7	2
O=C(CCCNC(=O)c1ccc(Cl)cc1)Nc1nccs1	1	6	1	2	-10	12	6	1
Cc1cc(C)cc(NC(=O)c2c(C)nc3ccccn23)c1	4	2	4	-6	7	5	9	2
Cc1cc2c(cc1S(=O)(=O)Nc1cccc(F)c1C)NC(=O)CO2	13	26	-5	-1	13	-2	-27	5
CCN(CC)C(=O)CSc1nc(-c2ccccc2)ccc1C#N	6	9	-4	15	3	-10	5	2
O=C1CN(C(=O)C2CCCC2)CCN1	-7	-5	-1	-3	-18	-2	-13	-5
CC1CCc2[nH]c3ccc(C(=O)N(C)CC(=O)Nc4ccccc4Br)cc3c2C1 (stereo unspecified)	6	-1	-4	20	-2	5	-8	6
NS(=O)(=O)c1ccc(N/N=C/c2cn(-c3ccccc3)nc2-c2ccccc2)c([N+](=O)[O-])c1	11	-64	3	16	-30	-5	3	12
Cc1ccc(NC(=O)c2ccc(S(=O)(=O)N3CCCCCC3)cc2)nc1	3	-4	-6	7	-49	17	-10	-20
COc1ccc(S(=O)(=O)N(CC(=O)NC2CC2)Cc2ccccc2)cc1	8	1	-3	3	15	-3	11	-16
O=C(NCCCO)C(=O)c1c(-c2ccccc2)cc2ccccn12	8	-3	8	4	7	8	-7	2
CCOC(=O)c1cc(NC(=O)C2C3C=CC(O3)C2C(=O)O)cc(C(=O)OCC)c1 (stereo unspecified)	8	-3	0	-8	17	-8	20	10

4 compounds from above, showing only CXCR6 block and APJ antagonist:
Compound,CXCR6 block,APJ antagonist
CC1CCc2[nH]c3ccc(C(=O)N(C)CC(=O)Nc4ccccc4Br)cc3c2C1 (stereo unspecified),-4,-8
NS(=O)(=O)c1ccc(N/N=C/c2cn(-c3ccccc3)nc2-c2ccccc2)c([N+](=O)[O-])c1,3,3
Cc1ccc(NC(=O)c2ccc(S(=O)(=O)N3CCCCCC3)cc2)nc1,-6,-10
COc1ccc(S(=O)(=O)N(CC(=O)NC2CC2)Cc2ccccc2)cc1,-3,11

The listing picks up, starting four compounds before the break.
SMILES	CCR6 antag	UBC13 polyUb	CXCR6 block	EBI2 antag	697 NFkB inh	Jurkat NFkB inh	APJ antagonist	Gli-Sufu antag
Cc1ccc(NC(=O)c2ccc(S(=O)(=O)N3CCCCCC3)cc2)nc1	3	-4	-6	7	-49	17	-10	-20
COc1ccc(S(=O)(=O)N(CC(=O)NC2CC2)Cc2ccccc2)cc1	8	1	-3	3	15	-3	11	-16
O=C(NCCCO)C(=O)c1c(-c2ccccc2)cc2ccccn12	8	-3	8	4	7	8	-7	2
CCOC(=O)c1cc(NC(=O)C2C3C=CC(O3)C2C(=O)O)cc(C(=O)OCC)c1 (stereo unspecified)	8	-3	0	-8	17	-8	20	10
Cc1nnc(SCC(=O)NCc2ccco2)n1-c1ccccc1	-8	-3	-6	-7	9	-2	5	5
COc1cc(-c2nc(-c3ccc4c(c3)-c3ccccc3S4(=O)=O)c(-c3ccccc3)[nH]2)cc(OC)c1O	5	-11	5	14	22	-6	-21	-1
COc1ccc(C(=O)Nc2cccc(-c3cc4ccccc4oc3=O)c2)cc1[N+](=O)[O-]	11	x	0	0	x	x	x	7
Cc1nn(-c2ccccc2)c2nc(C(F)(F)F)[nH]c(=O)c12	0	-6	-11	-7	-6	-10	10	1
CCN(CC)CCCn1c(=S)[nH]c2ccccc2c1=O	-2	3	8	-3	-27	-17	1	5
O=C(COC(=O)c1cccc2ccccc12)Nc1ncc(C(F)(F)F)cc1Cl	9	-5	2	2	14	7	-15	4
COc1ccc(C(CNC(=O)C(Cc2ccccc2)NC(N)=O)N(C)C)cc1 (stereo unspecified)	5	3	1	1	-11	-22	-6	6
COc1cccc(C(=O)Nc2nc3ccccc3[nH]2)c1	8	2	5	-7	-166	-100	9	10
CN1CCN(c2ccc(S(=O)(=O)N3CCOCC3)cc2NC(=O)CSCc2ccccc2)CC1	10	9	-6	2	17	-18	-10	0
CCN1CCN(C(CNS(=O)(=O)c2ccc(C)cc2)c2cccnc2)CC1 (stereo unspecified)	-3	5	7	-11	-1	-11	-6	10
C#CCNC(=O)/C=C/c1ccc(OC)cc1	-3	-1	-2	-16	-35	-62	26	-3
COc1ccc(C(=O)NC(C(=O)N2CCN(c3ccccc3O)CC2)C(C)C)cc1 (stereo unspecified)	19	-1	1	-9	-9	-6	-15	1
CN(C)CC/C=C1/c2ccccc2CS(=O)(=O)c2ccccc21	3	-5	3	0	-26	-21	-2	8
O=C(N/N=C/c1cccc([N+](=O)[O-])c1O)C(O)(c1ccccc1)c1ccccc1	22	-68	6	8	-20	-10	11	-8
O=C(O)c1ccccc1-n1c2ccccc2c2ccccc21	2	3	-8	1	20	6	13	-2
O=C(NCC(c1cccs1)N1CCOCC1)C1CCN(S(=O)(=O)c2cc(Cl)ccc2Cl)CC1 (stereo unspecified)	16	x	-1	3	x	x	x	10
COc1cccc(NC2=C(NCCO)C(=O)c3ccccc3C2=O)c1	9	-93	5	13	5	-9	-24	9
Cc1ccccc1CS(=O)(=O)CCC(=O)NCCN1CCN(c2cccc(Cl)c2)CC1	7	4	2	-7	11	4	16	7

UBC13 polyUb: what is marked active above.
structure	CCR6 antag	UBC13 polyUb	CXCR6 block	EBI2 antag	697 NFkB inh	Jurkat NFkB inh	APJ antagonist
CSCCC(NC(=O)c1ccccc1Br)C(=O)NNC(=O)c1csc(N2CCOCC2)n1 (stereo unspecified)	2	50*	-5	-7	9	8	2
